From PubChem
Efflux pump mplx: inhibitors of Candida efflux pumps in yeast, primary screen, S. cerevisiae, Nile Red, multiplex; S. cerevisiae Candida pump triplex; inhibition, % at 10 µM; 0.44% of 330,000 active; AID 485275, 2010;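 active means plate passing quality check with inhibition over a set limit, or well fluorescence over plate mean plus 4 SD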;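 further: Nile Red retained in pooled yeast measured as flow cytometry median fluorescence; 0% = buffer negative control and 100% = Enniatin B positive control; higher means more Nile Red kept so more efflux inhibition; some compounds called inactive have numbers as strong as hits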
RPL19A-GFP yeast: RPL19A-GFP expression modulators in yeast, primary screen, cell-based, S. cerevisiae, multiplex flow cytometry, MLPCN; S. cerevisiae RPL19A-GFP strain, 3 h; active compounds read low; percent response vs DMSO, % at 10 µM; 0.3% of 330,000 active;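 active means percent response vs DMSO below 50%; inconclusive means fewer than 70 events counted for the yeast strain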;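 further: median channel GFP fluorescence of the barcoded RPL19A-GFP strain; ratio of sample median GFP to plate DMSO average so 100% = DMSO; lower means less RPL19A-GFP as with rapamycin TOR inhibition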
CIT2-GFP yeast: modulators of CIT2-GFP expression in yeast, primary screen, S. cerevisiae, GFP fusion, multiplex flow cytometry, MLPCN library | S. cerevisiae CIT2-GFP strain, 3 h; 100 means same as DMSO wells | GFP response vs DMSO, % at 10 µM | 0.065% of 320,000 active | AID 2029, 2009;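 active means GFP response relative to DMSO above a set limit, near the screen mean plus 3 SD, cut at about 150% in these data; inconclusive means Fewer than 70 cells measured for a yeast strain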;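 further: ratio of well median GFP fluorescence to mean of DMSO wells on the plate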
AHR activator: AHR activators, primary screen, cell-based, luminescence, luciferase reporter, human; Aryl hydrocarbon receptor (Homo sapiens), P35869; activation, % at 5 µM; AHR-responsive luciferase reporter cells; AID 2796, 2010; 2.5% of 320,000 active; in the data active means activation above about 47%;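 further: 0% = vehicle wells and 100% = reference agonist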
Target sequence (P35869 whole entry, looked up): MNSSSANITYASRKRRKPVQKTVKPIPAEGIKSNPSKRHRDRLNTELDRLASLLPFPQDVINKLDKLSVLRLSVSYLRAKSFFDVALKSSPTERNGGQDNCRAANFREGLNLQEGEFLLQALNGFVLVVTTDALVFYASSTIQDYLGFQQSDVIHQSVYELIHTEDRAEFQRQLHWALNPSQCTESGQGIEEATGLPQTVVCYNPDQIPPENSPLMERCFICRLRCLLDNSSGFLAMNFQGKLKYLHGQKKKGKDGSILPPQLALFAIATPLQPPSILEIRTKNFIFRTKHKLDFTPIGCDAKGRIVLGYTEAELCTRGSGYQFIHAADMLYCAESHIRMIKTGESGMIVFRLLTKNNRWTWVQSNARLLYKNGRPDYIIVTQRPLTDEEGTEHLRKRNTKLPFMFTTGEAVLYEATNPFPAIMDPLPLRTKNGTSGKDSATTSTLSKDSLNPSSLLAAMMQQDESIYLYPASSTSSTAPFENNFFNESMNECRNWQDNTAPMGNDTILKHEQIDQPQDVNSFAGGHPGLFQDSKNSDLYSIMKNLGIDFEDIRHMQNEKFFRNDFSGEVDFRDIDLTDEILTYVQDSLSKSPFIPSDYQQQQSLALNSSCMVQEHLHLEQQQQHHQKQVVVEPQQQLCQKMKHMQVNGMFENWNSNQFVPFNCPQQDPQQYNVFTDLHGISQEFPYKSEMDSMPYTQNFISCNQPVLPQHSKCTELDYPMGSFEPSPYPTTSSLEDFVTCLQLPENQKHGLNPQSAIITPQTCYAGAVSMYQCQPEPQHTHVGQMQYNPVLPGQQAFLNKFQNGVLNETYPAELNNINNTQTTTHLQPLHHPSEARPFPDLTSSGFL
MEP2 TOR yeast: modulators of MEP2-GFP levels in yeast, primary screen, S. cerevisiae, multiplex flow cytometry, MLPCN library; S. cerevisiae MEP2-GFP strain, 3 h; 100% = DMSO control level; GFP response vs DMSO, % at 10 µM; 0.51% of 330,000 active; AID 2016, 2009;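 active means GFP response versus DMSO above a set limit, roughly screen mean plus 3 SD, cut at about 180% in these data; inconclusive means fewer than 70 cells counted for a yeast strain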;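 further: median GFP fluorescence of the barcode-gated MEP2-GFP cells per well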
LAP4-GFP MLPCN: modulators of LAP4-GFP expression in yeast, primary screen, S. cerevisiae, multiplex flow cytometry, MLPCN library; 3 h; median GFP as percent of DMSO wells; GFP response vs DMSO, % at 10 µM; 0.34% of 320,000 active;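 active means GFP response vs DMSO above a set limit, about the screen mean plus 3 SD, cut at about 150% in these data; inconclusive means under 70 cell events counted for the yeast strain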
CR mimetic SO: reduction of superoxide in aged yeast, primary screen, HTS; S. cerevisiae aged cells, superoxide DHE fluorescence; active compounds read low; superoxide response (% of plate mean), % at 10 µM; 0.18% of 330,000 active;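 active means superoxide response under a set limit, about three screen SD below normal, cut at about 65% in these data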;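 further: yeast aged for seven days with compound at 30 °C before DHE staining; 100% = average MFI of all compound-treated wells on the plate with controls excluded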
AGP1-GFP MLPCN: modulators of AGP1-GFP expression in yeast TOR pathway, primary screen, cell-based, multiplex flow cytometry, S. cerevisiae, MLPCN library; 3 h; GFP as percent of DMSO wells; GFP response vs DMSO, % at 10 µM; 0.02% of 320,000 active; AID 2066, 2009;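 active means GFP response relative to DMSO above a set limit, near screen average plus 3 SD, cut at about 150% in these data; inconclusive means fewer than 70 cells counted for the yeast strain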;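 further: median GFP channel fluorescence of the gated AGP1 strain per well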
* hit, by the source's call; ? = inconclusive; . = not tested or not shown; & = joins results of further samples; [ ] = another dose, or the depositor's remark.

1) Cc1cc(C)c(S(=O)(=O)N(C)CC(=O)NCCCn2ccnc2)c(C)c1
2) CC1c2ccccc2N(NC(=O)Cc2ccccc2)C1C (stereo not drawn)
3) CC1CCC(NC(=O)C(=O)Nc2ccc3c(c2)OCO3)CC1 (stereo not drawn)
4) CC(Oc1ccc(Br)cc1)C(=O)N1CCc2ccccc21 (stereo not drawn)
5) O=C(O)c1ccc2c(c1)CCC2
6) Cc1[nH]c2ccc(F)cc2c1CCN(Cc1ccco1)C(=S)NC(C)(C)C
7) CC1(C)CCc2cc(-c3ccnc(=S)[nH]3)ccc2O1
8) COc1cc(C(=O)c2ccccc2)c([N+](=O)[O-])cc1OC
9) Cc1sc2nc(C3CC3)nc(NCCNS(C)(=O)=O)c2c1C
10) COc1cccc(NC(=O)COC(=O)c2ccc(F)cc2F)c1

screen / no. | 1 | 2 | 3 | 4 | 5 | 6 | 7 | 8 | 9 | 10
Efflux pump mplx | -0.1 | 0.0 | -0.2 | 0.1 | 0.0 | 0.1 | -0.2 | -0.1 | -0.1 | 1.0
RPL19A-GFP yeast | 99 | 101 | 100 | 101 | 99 | 94 | 90 | 96 | 97 | 100
CIT2-GFP yeast | 102 | 100 | 109 | 82 | 91 | 85 | . | 101 | 101 | 91
AHR activator | 6 | -2 | 49* | 1 | -2 | 9 | -8 | -3 | 6 | 2
MEP2 TOR yeast | 98 | 105 | 97 | 101 | 106 | 90 | 119 | 99 | 93 | 94
LAP4-GFP MLPCN | 94 | 110 | 75 | 109 | 116 | 95 | . | 101 | 96 | 100
CR mimetic SO | 113 | 106 | 94 | 78 | 104 | 94 | 93 | 101 | 111 | 113
AGP1-GFP MLPCN | 99 | 104 | 91 | 98 | 93 | 87 | . | 97 | 100 | 95

11) CCCc1cc(=O)n2[nH]c(-c3ccc(OC)cc3)nc2n1
12) CCc1cccc(C)c1NC(=O)CN1C(=O)NC(CCc2ccccc2)C1=O (stereo not drawn)
13) C[C@@H]1NS(=O)(=O)[C@H]2C[C@@H]3C=C[C@]2(O3)[C@H]1OC(=O)c1ccc(C(C)(C)C)cc1
14) COc1ccc(Cc2noc(CN(C)Cc3cccc(-n4cccn4)c3)n2)cc1OC
15) Cc1cc(=O)[nH]c(Nc2cccc(C(F)(F)F)c2)n1
16) C#Cc1ccc([C@H]2C=C(C(=O)OCC=C)O[C@@H](OCc3ccc(CO)cc3)C2)cc1
17) CCOc1ccc(-n2c(SCc3ccc(C(=O)OC)o3)nc3c(c2=O)SCC3)cc1
18) COc1cccc(CNC(=O)Cn2ccc3cc(S(=O)(=O)N4CCCCCC4)ccc32)c1
19) CNc1nnc(CSc2nc3ccccc3s2)s1
20) Oc1ccc(-c2nc3cnccn3c2Nc2ccc3c(c2)OCCO3)cc1

screen / no. | 11 | 12 | 13 | 14 | 15 | 16 | 17 | 18 | 19 | 20
Efflux pump mplx | -0.1 | -0.1 | 0.0 | 0.0 | 0.4 | -0.2 | 0.7 | 0.2 | -0.1 | -0.1
RPL19A-GFP yeast | 100 | 99 | 93 | 104 | 91 | 93 | 101 | 99 | 105 | 100
CIT2-GFP yeast | 106 | 106 | 102 | 100 | 96 | 94 | 100 | 106 | 97 | 103
AHR activator | 4 | 1 | -1 | -9 | 7 | 11 | 0 | 1 | 2 | -2
MEP2 TOR yeast | 103 | 94 | 89 | 106 | 93 | 92 | 103 | 104 | 106 | 106
LAP4-GFP MLPCN | 102 | 92 | 95 | 90 | 92 | 102 | 103 | 94 | 104 | 107
CR mimetic SO | 108 | 121 | 109 | 112 | 101 | 87 | 118 | 92 | 93 | 86
AGP1-GFP MLPCN | 104 | 103 | 96 | 102 | 91 | 92 | 101 | 103 | 97 | 105

21) CCOC(=O)/C=C1\SCC(=O)N1CC(=O)Nc1cc(S(=O)(=O)N(C)C)ccc1C
22) Cc1c(C(=O)NCC2CCCO2)oc2ccc(S(=O)(=O)N3CCCCC3)cc12 (stereo not drawn)
23) CN(C)S(=O)(=O)c1cccc(NC(=O)COC(=O)c2cccnc2Cl)c1
24) COc1ccccc1[N+](=O)[O-]
25) Cc1cc(Cl)ccc1OCC(=O)N1CCCN(C(=O)COc2ccc(Cl)cc2C)CC1
26) Cc1ccc(C(NC(=O)N2CCOCC2)C(Cl)(Cl)Cl)cc1F (stereo not drawn)
27) O=C(O)c1nn(-c2cccc(C(F)(F)F)c2)ccc1=O
28) CCN1CCN(Cc2ccc(NC(=O)c3ccc(C)c(NC(=O)C(=O)c4c[nH]c5ccccc45)c3)cc2C(F)(F)F)CC1
29) Cc1oc(-c2ccccc2Cl)nc1CN1CCCCC1CO (stereo not drawn)
30) CSC(=NC(C)c1ccccc1)NS(=O)(=O)c1cccs1 (stereo not drawn)

screen / no. | 21 | 22 | 23 | 24 | 25 | 26 | 27 | 28 | 29 | 30
Efflux pump mplx | 0.0 | -0.1 | -0.1 | -0.1 | -0.2 | -0.2 | 0.0 | -0.1&0.2 | 0.1 | 0.0
RPL19A-GFP yeast | 109 | 100 | 102 | 99 | 99 | 105 | 102 | 101&97 | 108 | 99
CIT2-GFP yeast | 104 | 100 | 100 | 60 | 93 | 98 | 90 | 102&90 | 109 | 95
AHR activator | 1 | 5 | 1 | -1 | 0 | 1 | -1 | 13&10 | 0 | -1
MEP2 TOR yeast | 109 | 111 | 96 | 96 | 103 | 105 | 104 | 101&97 | 113 | 105
LAP4-GFP MLPCN | 123 | 97 | 88 | 94 | 96 | 92 | 97 | 100&136 | 107 | 102
CR mimetic SO | 102 | 103 | 97 | 91 | 99 | 108 | 117 | 96&89 | 89 | 107
AGP1-GFP MLPCN | 115 | 101 | 103 | 70 | 98 | 102 | 101 | 111&88 | 109 | 103

31) CCOC(=O)Cn1nc(C)c2ccccc2c1=O
32) Cc1ccc(COc2ccc(C)nc2[N+](=O)[O-])cc1
33) CC1CCC(NC(=O)CCS(=O)(=O)c2ccc3c(c2)NC(=O)CS3)CC1 (stereo not drawn)
34) O=C(NCc1cccnc1)c1ccc(-c2ccccc2[N+](=O)[O-])o1
35) Cc1cccc(C(=O)O[C@H]2[C@H](C)NS(=O)(=O)[C@H]3CC4C=C[C@]23O4)c1
36) COc1ccccc1N1C(=O)C2C(C(=O)c3ccccc3)=NN(c3ccccc3)C2C1=O (stereo not drawn)
37) COC(=O)c1sccc1-n1cccc1C(=O)C(=O)N1CCCC1
38) Cc1ccc(C(=O)Oc2ccc(N3C(=O)CCC3=O)c(C)c2)cc1
39) O=C(Nn1cnc2ccccc2c1=O)c1ccc(Br)cc1
40) Cc1cccc(C)c1Nc1c(-c2ccc(N3CCOCC3)cc2)nc2ncccn12

screen / no. | 31 | 32 | 33 | 34 | 35 | 36 | 37 | 38 | 39 | 40
Efflux pump mplx | -0.1 | -0.1 | 0.2 | -0.1 | 0.5 | 0.1 | -0.3 | -0.1 | 3.2 | 0.0
RPL19A-GFP yeast | 97 | 105 | 101 | 108 | 97 | 102 | 62[may fluoresce violet] | 109 | 110 | 98
CIT2-GFP yeast | 96 | 114 | 95 | 113 | 88 | 100 | ? | 106 | 109 | 99
AHR activator | -3 | -5 | 16 | 87* | -1 | 0 | -1 | -1 | 10 | 4
MEP2 TOR yeast | 98 | 110 | 99 | 110 | 98 | 109 | 184*[may fluoresce violet] | 105 | 90 | 99
LAP4-GFP MLPCN | 97 | 103 | 90 | 98 | 88 | 104 | 86[may fluoresce violet] | 107 | 89 | 112
CR mimetic SO | 96 | 112 | 84 | 94 | 112 | 97 | 88 | 117 | 113 | 96
AGP1-GFP MLPCN | 98 | 98 | 96 | 115 | 88 | 99 | 24[may fluoresce violet] | 110 | 95 | 104

Ordered by length of the SMILES (low to high): part of the list above
2) CC1c2ccccc2N(NC(=O)Cc2ccccc2)C1C (stereo not drawn)
4) CC(Oc1ccc(Br)cc1)C(=O)N1CCc2ccccc21 (stereo not drawn)
32) Cc1ccc(COc2ccc(C)nc2[N+](=O)[O-])cc1
11) CCCc1cc(=O)n2[nH]c(-c3ccc(OC)cc3)nc2n1
26) Cc1ccc(C(NC(=O)N2CCOCC2)C(Cl)(Cl)Cl)cc1F (stereo not drawn)
20) Oc1ccc(-c2nc3cnccn3c2Nc2ccc3c(c2)OCCO3)cc1
35) Cc1cccc(C(=O)O[C@H]2[C@H](C)NS(=O)(=O)[C@H]3CC4C=C[C@]23O4)c1

screen / no. | 2 | 4 | 32 | 11 | 26 | 20 | 35
Efflux pump mplx | 0.0 | 0.1 | -0.1 | -0.1 | -0.2 | -0.1 | 0.5
RPL19A-GFP yeast | 101 | 101 | 105 | 100 | 105 | 100 | 97
CIT2-GFP yeast | 100 | 82 | 114 | 106 | 98 | 103 | 88
AHR activator | -2 | 1 | -5 | 4 | 1 | -2 | -1
MEP2 TOR yeast | 105 | 101 | 110 | 103 | 105 | 106 | 98
LAP4-GFP MLPCN | 110 | 109 | 103 | 102 | 92 | 107 | 88
CR mimetic SO | 106 | 78 | 112 | 108 | 108 | 86 | 112
AGP1-GFP MLPCN | 104 | 98 | 98 | 104 | 102 | 105 | 88

Next part.
41) CSc1nc(C)c(CCOC(=O)c2cccc(C)c2)c(=O)[nH]1
42) COC(=O)c1ccccc1S(=O)(=O)NC(=O)c1ccccc1
43) COc1ccc(NC(=O)c2ccc(NC(=O)c3nc4nccc(C)n4n3)cc2)cc1
44) O=C1c2cc(F)ccc2-n2c1nc1ccccc1c2=O
45) Cc1nn(C)c(C)c1C1C(C#N)=C(N)OC2=C1C(=O)CC(C)(C)C2 (stereo not drawn)
46) O=C(COC(=O)c1cccnc1)Nc1ccccc1
47) Cc1ccc(S(=O)(=O)NCCc2cn3nc(C)c(C)nc3n2)cc1C
48) CCOC(=O)C(N)CSC1CC(=O)N(c2ccc(OC)cc2)C1=O (stereo not drawn)
49) N#CC(c1ccccc1)N(CCCCl)C(=O)c1ccccc1 (stereo not drawn)
50) COCCCNc1nc2c(c(=O)[nH]c(=O)n2C)n1CC(O)COc1cccc(C)c1 (stereo not drawn)
51) Cc1ccccc1NC(=O)Cc1nnc(SCC(=O)N2CCOCC2)n1C
52) O=C(COC(=O)/C=C/C(=O)N1CCN(c2ccccc2)CC1)NC(c1ccccc1)c1ccccc1

screen / no. | 41 | 42 | 43 | 44 | 45 | 46 | 47 | 48 | 49 | 50 | 51 | 52
Efflux pump mplx | 0.0 | 0.0 | 0.1 | 0.1 | 0.1 | -0.1 | 0.0 | -0.1 | -0.6 | 0.0 | -0.1 | 0.0
RPL19A-GFP yeast | 112 | 99 | 90 | ? | 102 | 98 | 99 | 106 | 107 | 99 | 107 | 96
CIT2-GFP yeast | 102 | 94 | 93 | ? | 106 | 102 | 95 | 108 | 104 | 96 | 112 | 89
AHR activator | -1 | 7 | -2 | 100* | -1 | 7 | -2 | 0 | -2 | -3 | 3 | 1
MEP2 TOR yeast | 104 | 97 | 93 | 100[may fluoresce red and violet] | 102 | 84 | 90 | 101 | 110 | 102 | 99 | 101
LAP4-GFP MLPCN | 104 | 98 | 98 | 90[may fluoresce red and violet] | 89 | 87 | 90 | 83 | 90 | 100 | 71 | 103
CR mimetic SO | 102 | 92 | 95 | 221 | 99 | 98 | 99 | 99 | 96 | 95 | 98 | 107
AGP1-GFP MLPCN | 120 | 97 | 93 | 81[may fluoresce red and violet] | 94 | 95 | 96 | 103 | 104 | 98 | 96 | 98
